HTR2A ag – mouse Htr2a agonists via beta-arrestin recruitment, primary screen, cell-based, luminescence. activation, % at 7.6 µM. CHO-K1 mHTR2A beta-arrestin complementation; percent of 30 µM serotonin response. AID 624169, 2012. 5-hydroxytryptamine receptor 2A (Mus musculus), P35363. hit rate 0.66% among 360,000;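 active = activation above a run cutoff, the mean activation of all tested compounds plus 3 SD, cut at about 14% in these data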;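 note: 0% = plate median of compound wells and 100% = 30 µM serotonin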
MC4R ag barr – MC4R agonists recruiting beta-arrestin, primary screen, cell-based, luminescence, agonist arm of biased-ligand search | Melanocortin receptor 4 (Homo sapiens), P32245 | AID 540308, 2011 | hit rate 0.98% among 360,000 | U2OS MC4R beta-arrestin complementation; percent of melanotan II response, DMSO zero | activation, % at 8.9 µM;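 active = activation above a per-plate cutoff, the mean activation of sample wells on that plate plus 3 SD, cut at about 8% in these data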
Glyco luc inh – increase of ERlucT glycosylation luciferase signal, primary screen, N-linked glycosylation inhibitor project, D54 ERlucT cells, luminescence, set 2; AID 588692, 2011; D54 ERlucT glycosylation luciferase reporter, 24 h; percent of 100 nM tunicamycin response; reporter increase, % at 12.5 µM; hit rate 0.23% among 360,000;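 active = mean luciferase reporter signal, scaled so untreated is 0 and the glycosylation-blocking control 100, at or above a set limit in every replicate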;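 note: luciferase carries N-glycosylation sites so blocking glycosylation raises the light; 0% = median of neutral control wells and 100% = median of 100 nM tunicamycin wells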
MC4R antagonist – MC4R antagonists of cAMP signaling, primary screen, cell-based, TR-FRET, antagonist arm of biased-ligand search; MC4R-expressing cells, MTII-stimulated cAMP, LANCE TR-FRET; inhibition, % at 6.5 µM; hit rate 0.48% among 360,000; AID 540295, 2011;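 active = inhibition above its plate's cutoff, the mean of tested wells on that plate plus 3 SD, cut at about 29% in these data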;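 note: 0% = Melanotan II alone and 100% = Melanotan II plus saturating MCL0020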
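Assay system: U2OS cells stably expressing human melanocortin 4 receptor (MC4R) / Dosing: 6.5 µM / Timing: compound 30 min, challenge 1 h, detection 1 h / Measured by: Eu-cAMP/anti-cAMP TR-FRET, emission 671 nm / Replicates: singlicate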
ABCB6 inh 2 – ABCB6 transporter inhibitors, primary screen, K562-ABCB6 cells, flow cytometry, MLPCN library. K562-ABCB6 porphyrin accumulation, 1 h; active compounds read low. fluorescence ratio to DMSO, % at 10 µM. hit rate 0.19% among 360,000;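 active = fluorescence ratio to DMSO below 75%, the collection mean minus 3 SD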;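 note: signal is porphyrin accumulated inside mitochondria; 100% equals median channel fluorescence of DMSO control wells; lower ratio means ABCB6 inhibition with less porphyrin fluorescence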
H9c2 protect – cardioprotection against H2O2-induced cell death, primary screen, uHTS, H9c2 cells, ATPLite luminescence | AID 588492, 2011 | protection from H2O2 cell death, % at 20 µM | hit rate 0.63% among 360,000 | H9c2 cardiomyocytes, H2O2 injury protection, 2 h;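 active = compounds giving at least 50% protection of heart cells from peroxide-induced death in the single-dose screen, raw or plate-pattern-corrected value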;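 note: 0% = DMSO wells with peroxide and 100% = DMSO wells without peroxide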
NOD2-RIPK2 inh – NOD2-RIPK2 binding disruptors in cells, primary screen, fluorescence, CHO cells, BLA complementation; CCF4 ratio; AID 624267, 2012; Receptor-interacting serine/threonine-protein kinase 2 (Homo sapiens), O43353; hit rate 0.38% among 360,000; inhibition, % at 4.98 µM; in the data active = inhibition above about 21%;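 note: 0% = vehicle only and 100% = reference blocker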
TLR9-MyD88 inh – inhibitors of TLR9-MyD88 association in cells, primary screen, cell-based, CHO, BLA complementation, fluorescence. Toll-like receptor 9 (Homo sapiens) + Myeloid differentiation primary response protein …. CCF4 FRET ratio. inhibition, % at 4.98 µM. hit rate 0.21% among 340,000;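 active = inhibition above the mean over all tested compounds plus 3 SD, cut at about 21% in these data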;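 note: 0% = DMSO only wells and 100% = clavulanate BLA inhibitor control wells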
NCOA2 inhibitor – inhibition of GAL4-SRC2 driven luciferase reporter, primary screen, SRC2 inhibitor project, cell-based, luminescence; Nuclear receptor coactivator 2 (Homo sapiens), Q15596; HEK293 GAL4-SRC2 luciferase reporter; inhibition, % at 9 µM; hit rate 0.17% among 370,000;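 active = inhibition above the mean inhibition of all tested compounds plus 3 SD, set per campaign, cut at about 52% in these data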;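 note: 0% = DMSO treated cells and 100% = cells given Gossypol at 36 µM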
ABHD5 PLIN5 PPI – ABHD5-PLIN5 interaction inhibitors, primary screen, cell lysate, split luciferase complementation, luminescence | Perilipin-5 (Homo sapiens) + 1-acylglycerol-3-phosphate O-acyltransferase ABHD5 (Homo … | Split G. princeps luciferase complementation, 4 h | inhibition, % at 4 µM | hit rate 0.78% among 360,000 | AID 602281, 2012;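 active = inhibition above the mean inhibition across every tested compound plus 3 SD, cut at about 22% in these data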;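 note: 0% = DMSO only wells and the 100% control is not disclosed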
Target sequence (Q00G26 whole entry, looked up): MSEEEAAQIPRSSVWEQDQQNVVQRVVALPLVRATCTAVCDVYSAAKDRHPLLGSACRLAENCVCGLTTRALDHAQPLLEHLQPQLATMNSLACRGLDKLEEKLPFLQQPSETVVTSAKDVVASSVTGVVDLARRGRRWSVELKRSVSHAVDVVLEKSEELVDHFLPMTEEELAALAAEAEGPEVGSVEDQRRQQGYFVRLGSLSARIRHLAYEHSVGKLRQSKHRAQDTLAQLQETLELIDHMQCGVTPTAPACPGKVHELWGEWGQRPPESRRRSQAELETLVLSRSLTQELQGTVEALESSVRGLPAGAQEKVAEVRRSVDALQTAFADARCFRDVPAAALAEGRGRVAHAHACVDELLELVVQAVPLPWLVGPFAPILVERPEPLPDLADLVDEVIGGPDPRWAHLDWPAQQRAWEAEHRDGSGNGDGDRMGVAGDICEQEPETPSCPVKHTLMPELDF
Target sequence (Q8WTS1 whole entry, looked up): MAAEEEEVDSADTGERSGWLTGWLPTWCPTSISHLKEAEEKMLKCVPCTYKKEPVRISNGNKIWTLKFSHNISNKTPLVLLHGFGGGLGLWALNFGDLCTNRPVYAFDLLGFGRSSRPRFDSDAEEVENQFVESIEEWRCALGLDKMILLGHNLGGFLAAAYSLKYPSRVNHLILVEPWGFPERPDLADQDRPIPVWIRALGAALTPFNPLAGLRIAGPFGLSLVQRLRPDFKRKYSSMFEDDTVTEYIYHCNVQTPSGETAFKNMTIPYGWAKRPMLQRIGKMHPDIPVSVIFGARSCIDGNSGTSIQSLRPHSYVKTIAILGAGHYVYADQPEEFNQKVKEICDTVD
The depositor's hits bear a star; x = no result given.

Each structure is followed by: HTR2A ag | MC4R ag barr | Glyco luc inh | MC4R antagonist | ABCB6 inh 2 | H9c2 protect | NOD2-RIPK2 inh | TLR9-MyD88 inh | NCOA2 inhibitor | ABHD5 PLIN5 PPI
1	CC(C)Nc1nnc(SC(C)C(=O)Nc2ccc(Cl)cn2)s1 (configuration not stated)
    3 | -1.7 | 3 | -1 | 102 | -9 | -12 | 1 | 23 | 0
2	CN(CC(=O)Nc1ccc(F)c(F)c1F)C(=O)c1nn(Cc2ccccc2)c(=O)c2ccccc12
    1 | -1.7 | -1 | -6 | 99 | -9 | -12 | -5 | 14 | 0
3	COc1cccc(=O)c2c(C)n(C)c(C)c12
    -2 | -0.9 | 1 | -5 | 100 | 5 | -16 | 0 | -8 | 2
4	Cc1ccc(NS(=O)(=O)c2ccccc2)c([N+](=O)[O-])c1
    0 | -2.6 | 1 | -4 | 99 | 6 | -8 | 7 | -6 | 2
5	CCOC(=O)[C@]12CCC=C1N(Cc1cccc3ccccc13)C(=O)[C@H](CC(=O)NCC13CC4CC(CC(C4)C1)C3)C2
    -2 | x | x | x | 93 | x | 1 | x | -6 | 5
6	Oc1ccc(-c2cn3cc(C(F)(F)F)ccc3n2)cc1
    -3 | -2.3 | -15 | -1 | 98 | -28 | -9 | -10 | -32 | 1
7	CCn1cc(C(=O)O)c(=O)c2cc(F)c(N3CCN(C(=S)NC(=O)c4ccccc4)CC3)cc21
    3 | -0.3 | 2 | 9 | 96 | -2 | 1 | 7 | -8 | 1
8	COc1cc(OC)c(NS(=O)(=O)c2c(C)[nH]c(=O)[nH]c2=O)cc1Cl
    6 | -1.4 | 1 | 0 | 88 | 2 | 2 | 4 | -10 | 1
9	CC(C)(C)CNC(=O)[C@]1(C)CCC[C@@]2(C)C3CC[C@@]4(C)C[C@]3(CCC21)CC4=O (some centres not stated)
    -1 | 0.5 | -2 | 4 | 94 | -1 | -7 | -14 | -2 | 7
10	COC(=O)c1cc(OC)c(OC)cc1N=CC1=C(O)CC(C)(C)CC1=O
    2 | -0.2 | 1 | -1 | 95 | 10 | -7 | 3 | 4 | 4
11	O=C(COc1ccc(S(=O)(=O)N2CCOCC2)cc1Cl)NCc1ccc2c(c1)OCO2
    5 | -1.2 | -2 | 2 | 97 | -2 | -9 | 0 | 12 | 4
12	COc1cc(C)ccc1OCCOc1ccccc1Cl
    4 | 2.6 | 0 | 3 | 94 | -20 | -1 | -17 | -47 | 1
13	COC(=O)CN(c1ccc(C(C)C)cc1)S(=O)(=O)c1c(C)[nH]c(=O)[nH]c1=O
    -1 | -0.1 | 4 | 19 | 96 | -1 | -10 | -1 | -23 | -1
14	Cc1nc(NC(=O)COC(=O)CCc2ccccc2)c(Cl)cc1Cl
    1 | -0.3 | 1 | 6 | 97 | -7 | 12 | 4 | -2 | 20
15	O=C(O)COCC(=O)NCc1csc2ccccc12
    0 | 2.4 | 1 | 0 | 97 | -3 | -10 | -5 | -8 | 3
16	COC(=O)/C(C#N)=C/c1c(N2CCN(C)CC2)nc2ccccn2c1=O
    -8 | -0.3 | 1 | 2 | 100 | 1 | -11 | -4 | -30 | -2
17	CC(Sc1nnc(-c2ccncc2)n1C)C(=O)Nc1nccs1 (configuration not stated)
    3 | 0.6 | 4 | 4 | 97 | -2 | 3 | -6 | -39 | 0
18	O=C1CCCC(=O)C1=Cc1c[nH]c2ccccc12
    3 | -1.4 | 1 | 2 | 91 | -2 | -8 | -15 | 6 | -3
19	CCc1nc(NCc2ccccc2)c(C#N)c2c1CCCC2
    -4 | -0.1 | -3 | 14 | 97 | -14 | -2 | 6 | -3 | -4
20	O=c1cnn(-c2ccc(Cl)cc2Cl)c(-c2ccccc2)c1
    11 | 0.9 | -1 | 1 | 108 | -4 | -4 | -3 | 4 | -5
21	O=S(=O)(c1ccc(F)cc1)N1CCN(Cc2ccccn2)CC1
    3 | 1.0 | 0 | -2 | 94 | 6 | -8 | 4 | 7 | 4
22	N/C(CC1CC1(Cl)Cl)=N\OC(=O)c1ccccc1 (configuration not stated)
    2 | -1.0 | 3 | 3 | 101 | 0 | 4 | -1 | -42 | 2
23	Cc1cc(C(=O)NCc2cccs2)c(C)o1
    -1 | -1.1 | 0 | 6 | 102 | 12 | -4 | -6 | 1 | 5
24	C=CCn1c(SCCN2C(=O)c3ccccc3C2=O)nc2scc(-c3ccc(F)cc3)c2c1=O
    5 | -0.4 | -2 | -2 | 94 | -9 | 2 | -1 | -4 | -1
25	Cc1cc(C(=O)COC(=O)Cc2ccc(Br)cc2)c(C)n1C
    4 | -2.8 | 0 | -10 | 96 | 2 | 3 | 11 | -15 | 8
26	CCOc1cc(NC(=O)c2ccccc2[N+](=O)[O-])c(OCC)cc1NC(=O)CC(C)C
    -2 | 0.1 | 2 | 2 | 94 | 7 | 1 | -1 | -13 | 0
27	c1ccc(OCc2nnc(-c3ccccc3)o2)cc1
    0 | -0.7 | -1 | 1 | 100 | -6 | 2 | 4 | -15 | 9
28	Cc1ccc(S(=O)(=O)N2CCn3cccc3C2C)cc1 (configuration not stated)
    -1 | 4.3 | -1 | 2 | 100 | -4 | 5 | -4 | 4 | 5
29	CCOC(=O)c1ccc(NS(=O)(=O)c2c(C)nc3sccn3c2=O)cc1
    1 | -0.1 | 1 | 4 | 97 | -20 | 0 | -5 | 2 | -2
30	Cn1nc(C(F)(F)F)c(/C=N/OC(=O)c2ccc(Cl)cc2)c1Cl
    7 | -0.1 | 0 | 6 | 104 | 1 | -5 | -3 | -8 | 2
31	Cc1ccc(NC(=O)CSc2n[nH]c(-c3ccccn3)n2)cc1
    -16 | -0.8 | 2 | 18 | 98 | 27 | 2 | -5 | 8 | -10
32	Cc1ncc(CCl)c2c1OC(C)(C)OC2
    3 | -2.2 | 0 | 4 | 103 | -4 | -8 | 4 | -17 | -3
33	Cc1ccc(C(=O)OCC(=O)c2c[nH]c3ccccc23)cc1
    -4 | -0.5 | -1 | 20 | 96 | -9 | 0 | -4 | -47 | 8
34	O=C(C[C@H]1C/C=C\C[C@H](NC(=O)OCC2c3ccccc3-c3ccccc32)C(=O)OC[C@H]2CCCN2C1=O)NCCO
    0 | 0.1 | 2 | -5 | 99 | -17 | -6 | -9 | 1 | 0
35	CCC1CCCCN1C(=O)Cn1c(=O)n(CCCC(=O)NCc2ccco2)c(=O)c2sccc21 (configuration not stated)
    7 | -0.5 | -1 | 6 | 98 | 2 | -1 | -1 | 15 | 4
36	CN1CCc2c(sc(/N=C/c3ccco3)c2C(N)=O)C1
    -2 | 1.1 | 1 | -4 | 107 | 0 | -15 | -3 | -30 | -5
37	CC(=O)NC(=O)c1ccc(-c2ccc(Cl)cc2)o1
    -2 | -0.9 | 3 | 2 | 104 | -5 | 1 | 2 | -15 | 1
38	O=C(N/N=C\c1c(O)ccc2ccccc12)c1ccc(O)cc1
    -2 | 0.4 | -6 | -1 | 97 | 48 | 0 | -1 | 5 | 2
39	CCCn1c(=O)c(C(=O)NCCc2ccccc2)c(O)c2ccccc21
    5 | 1.2 | 2 | -2 | 102 | 18 | -8 | -4 | -5 | -6
40	O=C(CSCC(=O)OCC(=O)c1ccc(Br)cc1)Nc1ccc(Br)cc1
    1 | 1.8 | 0 | 1 | 92 | -7 | -7 | -17 | -15 | 4
41	COc1ccccc1NCC(O)Cn1c2ccccc2c2ccccc21 (configuration not stated)
    3 | -2.8 | -4 | 7 | 101 | -18 | -3 | -4 | -10 | 4
42	Cn1c(SCC(=O)Nc2ccc(F)cc2)nnc1-c1cccnc1
    6 | -1.5 | 2 | 11 | 95 | 7 | -3 | -8 | 1 | -8
43	CN(C)S(=O)(=O)Oc1ccsc1C(=O)Nc1ccccc1Cl
    -10 | -2.3 | -1 | -1 | 94 | -20 | 3 | 0 | 7 | 8
44	CC(=O)Nc1ccc(NC(=O)C/C(C)=N/NC(N)=S)cc1
    -2 | -1.6 | -1 | 24 | 106 | -4 | -9 | -6 | -1 | -6
45	Cc1ccccc1-c1nnc(-c2ccc(Br)cc2)o1
    -2 | 2.2 | -3 | -3 | 97 | -5 | 1 | 3 | -26 | 3
46	CC(=NNC1=NCCN1)c1cnn(C2=NCCN2)c1C
    -7 | x | -1 | x | 90 | 6 | -9 | x | 13 | 2
47	O=C(CCN1CCN(C(c2ccccc2)c2ccccc2)CC1)N/N=C/c1ccc(O)cc1
    -6 | 1.2 | -3 | 8 | 98 | 11 | 0 | 0 | -7 | 11
48	O=C(O)/C=C/c1coc2ccc(F)cc2c1=O
    1 | -1.0 | 3 | -5 | 104 | 10 | -11 | -5 | 4 | -1
49	O=C(NCc1ccccc1)c1cnc(-c2ccccn2)nc1C(F)(F)F
    0 | 0.6 | 1 | 8 | 90 | -2 | -7 | -5 | -2 | 3
50	O=C(O)c1cccc(COc2ccc(CO)cc2Cl)c1
    1 | -0.5 | -15 | -2 | 97 | -16 | -10 | -7 | -4 | -3
51	CCC(CC)c1nnc(NC(=O)CSCc2c(C)noc2C)s1
    4 | 0.1 | 1 | 7 | 89 | -1 | -9 | 9 | 6 | 11
52	O=C(N/N=C/c1cn(CC(=O)N2CCOCC2)c2ccccc12)c1cccnc1
    3 | 0.7 | 2 | -2 | 94 | 8 | 7 | 4 | -14 | -3
53	COc1ccc(-c2nnc(SC(C)C(=O)Nc3ccc4c(c3)OCCO4)o2)cc1 (configuration not stated)
    -5 | 0.1 | -6 | 9 | 97 | -5 | 4 | 8 | -26 | 4
54	O=C(Nc1c2c(nn1-c1ccc([N+](=O)[O-])cc1)CS(=O)(=O)C2)c1ccco1
    3 | -3.0 | -1 | 13 | 98 | 0 | -4 | -8 | -30 | 0
55	Cc1ccc2cccc(OCC(=O)NCCC3=CCCCC3)c2n1
    2 | -1.5 | 2 | 5 | 95 | -4 | 2 | 8 | x | 9
56	CC(C)NC(=O)COc1coc(CN2CCN(c3ccccc3F)CC2)cc1=O
    0 | -1.4 | 0 | -8 | 97 | 2 | -5 | -3 | 7 | -1
57	CC1CCN(c2c(NCc3ccc(C(=O)N(C)C4CCCCC4)cc3)c(=O)c2=O)CC1
    5 | -3.1 | -1 | -6 | 94 | 6 | -11 | -8 | -19 | 0

Not all compounds are listed, so the mix of outcomes need not match the whole.
